NR2F2 inh: NR2F2 (human) inhibition, primary screen; P24468; hit rate 0.7% among 370,000; inhibition, % at 8.6 µM; HEK293T NGFI-A luciferase reporter, luminescence;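 active means inhibition above a per-plate cutoff, mean inhibition of test wells between control levels plus 3 SD, cut at about 38% in these data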;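 further: cells cotransfected with COUP-TFII expression vector driving the NGFI-A reporter; 0% = median of COUP-TF2 test wells and 100% = reporter-only cells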
NR5A2 inv ag: suppresses constitutive activity of human LRH-1. AID 602396. hit rate 0.13% among 360,000. HEK293T StAR-luciferase reporter, LRH-1 transfected, 24 h. inhibition, % at 3.6 µM. O00482;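 active means inhibition above the mean inhibition of all tested compounds plus 3 SD, cut at about 73% in these data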;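 further: 0% = DMSO wells and 100% = reporter-only cells lacking LRH-1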
TLR9-MyD88 inh: inhibitors of human TLR9-MyD88 binding | Q9NR96+Q99836 | CHO BLA complementation TLR9-MyD88, CCF4 FRET ratio | inhibition, % at 4.98 µM | hit rate 0.21% among 340,000 | AID 504734;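 active means inhibition above the mean over all tested compounds plus 3 SD, cut at about 21% in these data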;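 further: 0% = DMSO only wells and 100% = clavulanate BLA inhibitor control wells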
NCOA1 inh: inhibitors of human steroid receptor coactivator 1 (SRC1) | Q15788 | inhibition, % at 3.6 µM | AID 588354 | hit rate 0.12% among 360,000 | HEK293 GAL4-SRC1 luciferase reporter, luminescence;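 active means inhibition above the campaign mean plus 3 SD, with each screening campaign given its own cutoff, cut at about 60% in these data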;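 further: 0% = DMSO treated cells and 100% = gossypol at 36 µM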
EBV LMP1 NFkB: inhibitors of Epstein-Barr LMP1-induced NF-kappaB reporter; AID 504558; hit rate 0.69% among 350,000; inhibition, % at 12.5 µM; LMP1-induced NF-kappaB luciferase reporter cells, luminescence; in the data active means inhibition above about 41%;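 further: 0% = neutral control wells and 100% = reference inhibitor control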
ABHD5-PLIN5 inh: blocks binding of human ABHD5 to perilipin-5; hit rate 0.78% among 360,000; Split G. princeps luciferase complementation, luminescence, 4 h; inhibition, % at 4 µM;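 active means inhibition above the mean inhibition across every tested compound plus 3 SD, cut at about 22% in these data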;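 further: 0% = DMSO only wells and the 100% control is not disclosed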
NCOA3 inh: inhibitors of human steroid receptor coactivator 3 (SRC3) | HEK293 GAL4-SRC3 luciferase reporter, luminescence | inhibition, % at 3.6 µM | hit rate 0.17% among 360,000 | AID 588352;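 active means inhibition above a per-campaign cutoff, the mean of all compounds plus 3 SD, cut at about 60% in these data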;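 further: 0% = DMSO-treated cells and 100% = gossypol-treated cells at 36 µM; higher means less SRC3-driven luciferase light from the GAL4 reporter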
MC4R ag barr: human MC4R agonism via beta-arrestin. P32245. U2OS MC4R beta-arrestin complementation, luminescence; percent of melanotan II response, DMSO zero. activation, % at 8.9 µM. hit rate 0.98% among 360,000. AID 540308;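 active means activation above a per-plate cutoff, the mean activation of sample wells on that plate plus 3 SD, cut at about 8% in these data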
NOD2-RIPK2 inh: inhibitors of human NOD2-RIPK2 interaction; O43353; CHO BLA complementation NOD2-RIPK2, CCF4 ratio; inhibition, % at 4.98 µM; hit rate 0.38% among 360,000; AID 624267; in the data active means inhibition above about 21%;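 further: 0% = vehicle only and 100% = reference blocker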
MC4R antagonist: antagonists of human melanocortin 4 receptor (MC4R). MC4R-expressing cells, MTII-stimulated cAMP, LANCE TR-FRET. AID 540295. hit rate 0.48% among 360,000. inhibition, % at 6.5 µM;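 active means inhibition above its plate's cutoff, the mean of tested wells on that plate plus 3 SD, cut at about 29% in these data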;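 further: 0% = Melanotan II alone and 100% = Melanotan II plus saturating MCL0020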
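material = U2OS cells stably expressing human melanocortin 4 receptor (MC4R) | also added = Melanotan II challenge | dosing = single nominal compound dose of 6.5 µM | detection = TR-FRET with Eu-cAMP and labeled anti-cAMP, 671 nm | replication = singlicate | timing = compound 30 min, challenge 1 h, detection 1 h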
NCOA2 inhibitor: human SRC2 (NCOA2) inhibition; HEK293 GAL4-SRC2 luciferase reporter, luminescence; inhibition, % at 9 µM; AID 651957; hit rate 0.17% among 370,000;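 active means inhibition above the mean inhibition of all tested compounds plus 3 SD, set per campaign, cut at about 52% in these data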;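 further: 0% = DMSO treated cells and 100% = cells given Gossypol at 36 µM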
Target sequence (Q15596 whole entry, looked up, the tested form may be a part): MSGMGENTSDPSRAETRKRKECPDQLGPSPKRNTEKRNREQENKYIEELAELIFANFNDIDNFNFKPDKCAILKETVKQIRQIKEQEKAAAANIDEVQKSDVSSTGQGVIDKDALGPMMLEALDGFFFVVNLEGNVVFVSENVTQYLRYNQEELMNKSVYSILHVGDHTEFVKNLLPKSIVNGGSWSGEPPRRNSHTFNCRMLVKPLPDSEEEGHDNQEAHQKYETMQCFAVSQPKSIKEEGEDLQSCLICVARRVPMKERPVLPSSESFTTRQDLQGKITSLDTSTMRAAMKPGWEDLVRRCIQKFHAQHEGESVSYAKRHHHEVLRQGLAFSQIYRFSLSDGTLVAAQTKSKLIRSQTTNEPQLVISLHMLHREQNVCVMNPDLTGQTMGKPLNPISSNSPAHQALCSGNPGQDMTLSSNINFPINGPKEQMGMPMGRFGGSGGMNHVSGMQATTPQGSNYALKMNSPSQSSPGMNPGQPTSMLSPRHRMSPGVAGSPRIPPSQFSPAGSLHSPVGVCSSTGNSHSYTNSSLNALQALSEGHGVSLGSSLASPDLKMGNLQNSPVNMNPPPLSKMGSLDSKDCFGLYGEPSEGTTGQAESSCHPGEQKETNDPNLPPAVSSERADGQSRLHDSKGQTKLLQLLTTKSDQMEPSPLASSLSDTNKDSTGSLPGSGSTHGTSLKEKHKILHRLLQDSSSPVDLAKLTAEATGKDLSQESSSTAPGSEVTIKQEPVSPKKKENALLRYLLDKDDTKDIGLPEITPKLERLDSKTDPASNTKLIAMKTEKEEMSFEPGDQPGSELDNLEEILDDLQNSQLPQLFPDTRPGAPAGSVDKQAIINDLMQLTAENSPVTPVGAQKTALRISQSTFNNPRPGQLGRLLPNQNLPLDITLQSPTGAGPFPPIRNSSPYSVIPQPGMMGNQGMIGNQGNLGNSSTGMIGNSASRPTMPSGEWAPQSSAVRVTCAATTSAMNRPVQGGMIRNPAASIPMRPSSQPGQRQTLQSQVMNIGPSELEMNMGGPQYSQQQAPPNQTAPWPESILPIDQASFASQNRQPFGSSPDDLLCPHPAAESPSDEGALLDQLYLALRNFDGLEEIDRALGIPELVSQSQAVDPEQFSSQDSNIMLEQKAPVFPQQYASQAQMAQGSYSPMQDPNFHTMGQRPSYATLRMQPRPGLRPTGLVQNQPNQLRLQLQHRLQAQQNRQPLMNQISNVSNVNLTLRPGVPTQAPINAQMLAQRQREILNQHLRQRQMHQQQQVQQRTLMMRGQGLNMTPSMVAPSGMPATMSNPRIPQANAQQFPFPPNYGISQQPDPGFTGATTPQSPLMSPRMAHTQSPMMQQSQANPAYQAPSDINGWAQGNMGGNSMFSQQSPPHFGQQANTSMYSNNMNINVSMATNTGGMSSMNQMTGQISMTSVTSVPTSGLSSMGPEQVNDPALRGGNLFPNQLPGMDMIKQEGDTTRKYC
* marks the source's active call; other numbers are inactive results; . = not tested or not shown. Some of the compounds tested. The share of hits here may be higher or lower than overall.

NR2F2 inh	NR5A2 inv ag	TLR9-MyD88 inh	NCOA1 inh	EBV LMP1 NFkB	ABHD5-PLIN5 inh	NCOA3 inh	MC4R ag barr	NOD2-RIPK2 inh	MC4R antagonist	NCOA2 inhibitor	SMILES
6	-13	-7	-8	-1	-5	15	2.2	-9	12	-11	Fc1cccc(-c2csc(-c3ccno3)n2)c1
8	15	6	-3	-3	-4	17	-1.3	-7	-6	-6	COc1cc(C)ccc1Oc1nc(-c2ccccc2O)nc2ccccc12
11	0	.	-13	11	3	-1	-1.2	4	6	-33	Cc1onc(-c2ccccc2)c1C(=O)NC(=S)NNC(=O)c1ccco1
-10	15	6	1	6	3	12	-0.3	-2	7	-13	O=c1cc(CO)oc(C(Nc2ccccn2)c2ccc(F)cc2)c1O (stereo unspecified)
-7	9	.	2	.	2	0	-2.9	-5	3	13	O=C(NC1CC1)c1ccc2sc([C@@H]3O[C@H](CO)[C@H](O)[C@H](O)[C@H]3O)nc2c1
9	-6	6	-9	-2	-5	1	2.9	2	23	-27	CCOc1ccc(NC(=S)NCc2nc3ccccc3[nH]2)cc1
-13	-19	-6	-18	-6	4	-26	-1.2	-8	7	10	CC(=O)C1=C(O)C(=Cc2ccccc2)OC1=O
-7	-20	-10	-5	-3	-2	-3	-0.6	0	10	9	CCCC(c1nnnn1CCc1ccccc1)N1CCN(C(=O)c2ccco2)CC1 (stereo unspecified)
-2	-15	.	.	.	-3	.	.	1	.	-14	CC(C)C[C@H]1CN(CCCC[C@@H]2CNC(=O)C(=O)N2Cc2ccccc2)C(=O)C(=O)N1CC1CCCCC1
-1	-10	-5	-4	.	1	13	-0.4	-1	0	10	COc1ccc(NC(=O)CN2CCN(CC(=O)Nc3ccccc3OC)CC2)c(OC)c1
-28	-1	5	-2	-3	-7	17	-4.2	2	11	-8	CN(C(=O)C1CCCC1)C1CCS(=O)(=O)C1 (stereo unspecified)
3	4	2	3	-3	3	25	-3.7	-6	-3	3	NC(=O)c1ccc(NC(=O)COC(=O)c2cc(S(=O)(=O)N3CCOCC3)ccc2N2CCCCC2)cc1
16	-3	3	-9	-4	2	14	-2.3	-18	2	-17	COc1ccc(NC(=O)Nc2c(C)n(C)n(-c3ccccc3)c2=O)cc1OC
23	6	1	8	2	1	13	-3.0	-3	6	-16	COC(=O)c1ccc(N2CCN(S(=O)(=O)c3ccccc3)CC2)c([N+](=O)[O-])c1
17	5	3	-19	-2	-3	4	0.8	-3	0	-16	CCc1nnc(NC(=O)c2ccc(Cl)c(S(=O)(=O)N3CCc4ccccc43)c2)s1
-3	2	8	-2	6	3	-17	0.3	1	4	25	Cc1ccc(NS(=O)(=O)c2cccc(C(=O)N3CCCCCCC3)c2)cc1
5	10	2	4	-8	-1	6	-1.6	-11	-2	23	O=C(O)c1ccc2cccnc2n1
-13	-59	-3	-34	-33	1	-69	-1.2	4	-7	-49	COc1ccc(O)c(/C=N/N2CCCCC2)c1
8	3	1	-4	6	-2	-2	2.4	7	-5	0	CC(CC(=O)Nc1nncs1)c1ccccc1 (stereo unspecified)
-1	11	3	-13	4	6	5	0.6	-7	16	-17	COc1ccc(-n2c(Cc3cccs3)nnc2SCC(=O)Nc2ccc3c(c2)OCCO3)cc1
-7	-8	9	-21	3	-1	-17	-0.1	2	0	-30	Nc1nnnn1/N=C/c1ccccn1
13	-5	1	0	5	-6	-4	-0.1	-7	-1	9	COc1ccccc1Oc1ccc(N/C=C/C(=O)C(C)(C)C)cc1
-11	-14	0	-16	-9	0	1	-0.6	5	-4	-6	Cc1cc(C(=O)CN(Cc2ccc(F)cc2)S(=O)(=O)c2ccc3c(c2)OCCO3)c(C)n1C
-10	0	0	-3	2	2	-6	-1.8	-3	2	-20	O=C(NC1CC2CCCC(C1)N2CC(=O)N1CCCc2ccccc21)C1CCCCC1 (stereo unspecified)
12	15	-9	-22	0	1	0	0.0	-1	1	-10	COc1ccccc1/C=C/CN1CCC(Oc2ccc(C(=O)N3CCCCC3)cc2)CC1
10	0	1	-3	7	-4	2	-1.2	-2	-3	-7	COc1ccc2ccn(S(=O)(=O)c3ccccc3)c2c1
9	16	3	-3	-6	0	12	0.4	-4	-18	6	COC(=O)c1[nH]c2ccc(C)cc2c1NC(=O)CN1CCCC(C)(C)C1
18	14	0	12	-2	1	10	4.4	-5	8	16	CCc1c(C)sc(NC(=S)N2CCN(S(C)(=O)=O)CC2)c1C(=O)OC
20	-9	1	11	8	-1	7	-1.5	-7	-2	21	CCOc1ccc(NC(=S)NCCN2CCN(Cc3ccccc3)CC2)cc1
3	-18	13	-8	-6	8	-8	-2.2	-6	3	-4	CCOc1ccc(-c2cccc(NS(=O)(=O)c3cc([N+](=O)[O-])ccc3C)c2)nn1
-24	-28	8	-64	-18	0	-40	-2.9	-3	11	-41	CC(C)(C)OC(=O)N/N=C/c1c[nH]c2ccccc12
4	26	-5	-20	-5	-8	8	2.9	5	-12	-1	O=C(CSc1nc(=O)n2cc(Cl)ccc2n1)Nc1cccc2ccccc12
-21	-19	.	-43	-35	-2	-54	-1.7	2	1	-47	CC1(C)CC(=O)c2ccc(OCc3ccc([N+](=O)[O-])cc3)cc2O1
-28	-52	-7	-33	-8	1	-14	0.6	3	-1	-27	COc1ccc(CNC(=O)c2noc3c2CCCC3)cc1
16	-10	-2	6	-1	4	-8	-0.1	-5	-5	-4	O=C(Nc1ccncc1)c1ccc(Cl)c(Cl)c1
-3	17	6	-2	-1	-3	-5	0.0	-2	-5	-10	CCOC(=O)N1CCN(C(=O)c2cc3cc(C)ccc3[nH]2)CC1
-6	-4	16	-2	14	-4	-2	-0.6	-7	4	-5	COc1ccc(C(=O)n2nc(-c3ccco3)nc2N)cc1
12	-3	-7	-4	1	0	13	-1.2	-8	3	-36	COc1ccc(S(=O)(=O)N2CC(C(=O)O)Oc3ccc(CC(=O)O)cc32)cc1 (stereo unspecified)
0	10	-2	6	0	-4	15	1.5	3	-5	0	O=C(COC(=O)c1ccc2ncsc2c1)Nc1ncc(Cl)cc1Cl
-1	-21	-6	16	2	-6	9	-1.2	-6	12	8	Cc1ccc(C(=O)N/C(=C\c2cn(S(=O)(=O)N(C)C)c3ccccc23)C(=O)NCCN2CCOCC2)cc1

2 entries from above, with values under each structure:
Results follow in this order: NR2F2 inh | NR5A2 inv ag | TLR9-MyD88 inh | NCOA1 inh | EBV LMP1 NFkB | ABHD5-PLIN5 inh | NCOA3 inh | MC4R ag barr | NOD2-RIPK2 inh | MC4R antagonist | NCOA2 inhibitor
COc1ccc(S(=O)(=O)N2CC(C(=O)O)Oc3ccc(CC(=O)O)cc32)cc1 (stereo unspecified)
→ 12 | -3 | -7 | -4 | 1 | 0 | 13 | -1.2 | -8 | 3 | -36
O=C(COC(=O)c1ccc2ncsc2c1)Nc1ncc(Cl)cc1Cl
→ 0 | 10 | -2 | 6 | 0 | -4 | 15 | 1.5 | 3 | -5 | 0

Other structures:
NR2F2 inh	NR5A2 inv ag	TLR9-MyD88 inh	NCOA1 inh	EBV LMP1 NFkB	ABHD5-PLIN5 inh	NCOA3 inh	MC4R ag barr	NOD2-RIPK2 inh	MC4R antagonist	NCOA2 inhibitor	SMILES
1	-1	1	-20	-3	-14	9	-0.7	-1	-2	-15	NC(=O)C1CCCN(C(=S)Nc2cccc3ccccc23)C1 (stereo unspecified)
-12	44	-2	1	-4	-3	-3	-0.7	-29	13	0	Cc1csc(=O)n1CCC(=O)OCC(=O)Nc1ccc(N2CCOCC2)cc1
6	-17	11	-1	1	-2	4	-0.8	-4	-4	-1	Cc1ccc2cc(C)c(SCC#N)nc2c1
1	-6	8	10	-4	3	-3	-3.1	-3	2	16	O=C(CCCC1=NS(=O)(=O)c2ccccc2N1)Nc1ccccc1
-26	-131	0	-107	-29	-18	-84	2.2	-4	-1	-36	Nc1ncc(Br)cc1N=Cc1ccccc1
-3	1	2	-24	12	0	0	1.4	6	6	12	CCC(C)(C)c1ccc(OCC(=O)Nc2ccncc2)cc1
3	-12	-9	-18	-2	9	-7	-2.1	-8	-2	21	O=C(CSc1nnc2ccc(-c3cccnc3)nn12)Nc1cccc(F)c1
-4	-5	2	14	-4	-4	4	-1.7	7	10	-5	O=C(c1cccs1)N1CCN(CCc2ccccc2)CC1
7	-2	0	6	-13	3	3	0.3	2	4	-6	Cc1ccc(NC2c3ncccc3C(=O)N2C2CCCCC2)cc1 (stereo unspecified)
3	2	.	8	.	-1	-12	-1.6	-3	-4	8	O=C(NCc1ccncc1)c1ccc2nc([C@@H]3O[C@H](CO)[C@H](O)[C@H](O)[C@H]3O)[nH]c2c1
5	32	8	26	-24	-1	23	11*	7	-5	-18	COc1ccc2cc3cc(C(=O)NCc4cccs4)oc3nc2c1
0	-5	-5	-2	6	1	13	0.1	-14	-2	18	O=C(CNC(=O)c1ccc(F)cc1)N/N=C/c1ccc(O)c([N+](=O)[O-])c1
6	0	-10	-20	-2	2	15	-0.3	-2	24	-21	Cc1ccc(NC(=O)COC(=O)CN2C(=O)c3ccccc3C2=O)cc1S(=O)(=O)N(C)C
35	2	-5	18	10	6	21	3.1	-14	-1	25	Cn1c(CSCc2ccc(F)cc2)nnc1SCC(=O)Nc1nccs1
7	29	-8	7	3	10	20	2.3	3	19	18	CCOC(=O)c1cnc2ccc(OC)cc2c1Nc1ccc2c(c1)OCCO2
